NCI-60 one-dose screen, 48 h, at 10 µM unless noted. Numbers give growth in % (100 = growth as untreated, 0 = no growth, -100 = all killed).
HL-60(TB): HL-60(TB) leukemia cells; 9% of 78,000 active; AID 1794776; active = growth percent below 10
An asterisk follows results filed as active; & = joins results of further samples; [ ] = another dose, or the depositor's remark.

SMILES	HL-60(TB)
CCSc1nnc(C2=CC(=O)c3ccccc3C2=O)n1-c1ccccc1	31
Cc1cccc(/C=C\C(=O)c2ccc(Cl)cc2)c1	61&90
Cc1ccc2sc(C)cc(=O)c2c1	82
COc1ccccc1Nc1ccc(N)cc1S(=O)(=O)O	84
CN1C(=O)C2(SCC(C(=O)NC(C)(C)CC(C)(C)C)N2C(=O)C2CCCCC2)c2ccccc21 (stereo not drawn)	95
COC(=O)C(C)(C)C1Oc2ccc(OC)cc2C(=O)/C1=C\NS(=O)(=O)c1ccc(OC)cc1 (stereo not drawn)	96
c1ccc2c(c1)-c1ccccc1C2N1CCOCC1	94
CCC(N)COC(=O)c1ccccc1 (stereo not drawn)	97
COc1ccc(C2C(c3nn[nH]n3)=C(N)Oc3c2ccc2ccccc32)cc1 (stereo not drawn)	32
Cc1cccn2c(C(=O)/C=C/c3ccc(N(C)C)cc3)cc(C(=O)/C=C/c3ccc(N(C)C)cc3)c12	126
COc1ccc(-c2cc(-c3ccc(OC)c(OC)c3)nc(SCCCCCCC(=O)O)n2)cc1	100
CN(C)c1ccc(-c2ccc(N(C)C)cc2)cc1	114
COc1ccc(/C=C(/NC(=O)c2ccccc2)C(=O)O)cc1OC	95
CCSc1nc2sc3c(c2c(=O)n1-c1ccccc1)CCCCC3	94
COCc1c(CO)cnc(C)c1O	93
O=C1/C(=C\c2cccn2Cc2ccc(Cl)cc2)c2ccccc2N1c1c(Cl)cccc1Cl	80
O=C(/C=C/c1cccc([N+](=O)[O-])c1)OCc1ccc2cc1OCC#C/C=C\C#CCO2	98
C[C@@H]1NC(=O)[C@H](Cc2ccccc2)N(Cc2ccco2)C1=O	105
CCN(CC)c1cc(C(C)(C)C)cc(C(C)(C)C)c1	108
CCOC(=O)C[C@@H](CC(=O)N[C@@H](CC(=O)N1CCn2c(nnc2C(F)(F)F)C1)Cc1cc(F)c(F)cc1F)CC(C)C	98
O=C(CSc1nc2ccccc2c(=O)n1CCc1ccccc1)Nc1ccccc1	84
CC1CCc2c(sc3nc(SCC(=O)N/N=C/c4ccccc4)n(-c4ccccc4)c(=O)c23)C1 (stereo not drawn)	114
O=C1CCC23OC(c4ccccc4)(C(=O)c4ccccc4N12)C1Nc2ccccc2SCC(=O)N13 (stereo not drawn)	36
O=C1CSC(=NCC(=O)n2c(-c3ccccc3)nc3ccccc32)N1	106
Oc1ccc(-c2nocc2-c2c[nH]c3ccccc23)cc1	113

(cont.)
SMILES	HL-60(TB)
COc1cccc(-n2cc(C#N)c(N)c2C(=O)c2ccc(Br)cc2)c1	88
O=[N+]([O-])c1cccc(Br)c1	77
COC(=O)CN(CCCl)P1(=O)OCCCN1CCCl (stereo not drawn)	113
O=C1CCCCN1CCCCC#Cc1cccc(C#Cc2cccs2)c1	56
CC1(C)Oc2c(ccc(O)c2CN2CCOCC2)C2=C1CCCC2	81
Cc1cccc(Nc2sc(C(=O)c3cc4cc(Cl)ccc4o3)c(N)c2C#N)c1	101
Nc1c(C(=O)Nc2cccc(Cl)c2)sc2nc3c(cc12)C(O)CCC3 (stereo not drawn)	3.0*
N#CC1=C(N)Oc2c(c(N)nn2-c2ccccc2)C1c1ccccc1 (stereo not drawn)	109
CCOC(=O)c1ccc(NC(=O)CN2CCN(c3cc(=O)n(-c4ccccc4)c4ccccc34)CC2)cc1	43
O=c1[nH]c2ccc(Oc3ncccn3)cc2c(=O)n1Cc1cccc(NS(=O)(=O)c2ccc(Cl)cc2)c1	95
N#Cc1c(-c2cccnc2)nc(SCCCCC(=O)NO)[nH]c1=O	107
COc1ccc(/C=C2\CCC3C(CCCC34OCCO4)C2=O)cc1 (stereo not drawn)	78
COc1ccc(OC)c(/C=C2/C3=C([C@@H](c4cc(OC)ccc4OC)C(C#N)=C(N)O3)[C@H]3CCC2N3C)c1	84
CCN(CC)C(=O)c1ccc2c(c1)nc(-c1cc3ccccc3[nH]c1=O)n2-c1cc(C(C)(C)C)[nH]n1	101
O=C1CCC(N2Cc3cc(CC(=O)Nc4ccc(N5CCCCC5)cc4)ccc3C2=O)C(=O)N1 (stereo not drawn)	-0.2*
O=C1/C(=C\c2cccc(OCc3ccc(F)cc3)c2)N=C2SCCCN12	73
CN(C)c1nn2c(-c3ccccc3)nnc2o1	105
O=c1nc2sc3ccccc3cc-2s1	98
Cc1nc2nc(SCCC(=O)O)[nH]c2c(=O)[nH]1	109
Cc1cc(=O)[nH]c(=S)[nH]1	71
Clc1ccc(-c2nnc(Cn3ccnc3)o2)cc1	94
N#Cc1c(NC(=O)c2ccccc2C(F)(F)F)sc2c1CCC(=O)C2	3.9*
CC[C@@](C)(Nc1ccnc(-c2c[nH]c3ncccc23)n1)C(=O)NCC(F)(F)F	105
CC(C)OC(=O)CC(=O)OC(C)C	93
CC(C)(C)c1ccc(S(=O)(=O)N[C@H]2CC[C@H]3[C@@H]4CCc5cc(O)ccc5[C@H]4CC[C@]23C)cc1	23

The listing continues:
SMILES	HL-60(TB)
CNCCCn1c2c(c3ccc(Cl)cc3c1=O)C(=O)c1cc(OC)cnc1-2	-26*
Cc1nc2ccccc2nc1SCc1nnc(Nc2ccccc2)s1	99
O=C(O)/C=C(/C(=O)O)C1CCCC1	107
CCOC(=O)/C=C/COC(=O)[C@@H]1CCCN1C(=O)CNC(=O)OC(C)(C)C	94
CCCCCCCNc1nc(Cl)ncc1-c1ccc(C(F)(F)F)cc1	99
COc1cc(CC2Sc3nc4ccccc4n3C2=O)cc(I)c1O (stereo not drawn)	82
FC(F)(F)c1nc2ccccc2n1Cc1nnc(SCc2cn(-c3cccnc3Cl)nn2)o1	86
COc1ccc(C(C#N)C(=O)c2cc(OC)c3c(c2)OCCO3)cc1 (stereo not drawn)	129
Clc1ccc(C2=CSC3=NCCN23)cc1	94&95
CC(C)C[C@H](N)C(=O)N=S(N)(=O)c1cccc(F)c1 (stereo partly drawn)	99
CC(=O)c1ccc(NC(=O)CSc2nc3ccccc3c(=O)n2-c2ccccc2)cc1	96
CC(C)CCC[C@@H](C)[C@H]1CC[C@H]2[C@@H]3CC[C@H]4Cc5nc(N)sc5C[C@]4(C)[C@H]3CC[C@]12C	92
CC(=O)N[C@H](C(=O)N[C@H](Cc1ccccc1)C(=O)N[C@H](CS)C(=O)N[C@H](CCCN=C(N)N)C(=O)N[C@H](CCCN=C(N)N)C(=O)N[C@H](CCCN=C(N)N)C(N)=O)[C@@H](C)O	107
CCN(CC)c1ccc(C(O)C2=CC(=O)c3ccccc3C2=O)cc1 (stereo not drawn)	-2.0*
CC(C)C(=O)Oc1c(Cl)cc(Cl)c(Cl)c1Cl	114
CCC(=C(c1ccc(OCCN2CCCC2)cc1)c1ccc(OCCN2CCCC2)cc1)c1ccc(Cl)cc1	-53*
Cc1ccc2cnc3sc(-c4ccccc4)nc3c2n1	101
NC(C(=O)O)C(O)c1cccc(OCc2ccccc2)c1 (stereo not drawn)	97
COc1ccc([C@H]2c3[nH]c4ccccc4c3C[C@H]3C(=O)N(C4CCN(CC5CCCCC5)CC4)CC(=O)N23)c(OC)c1	78[5.56 µM]
C[C@]12CC[C@@H]3c4ccc(O)cc4CC[C@H]3[C@@H]1CC[C@@H]2NS(=O)(=O)c1cccc(Cl)c1	22
c1ccc2c(N=NSc3ncnc4nc[nH]c34)c3ccccc3nc2c1	-5.8*
CC1(C(Cl)(Cl)Cl)C=CC(=O)C(Cl)=C1 (stereo not drawn)	101
CCCCCCCCOc1ccc(/C=N/Nc2cc(C)nc3ccc(Cl)cc23)cc1OCCCCCCCC	117
O=S(c1ccccc1)C(c1ccccc1)c1ccccc1 (stereo not drawn)	109
C=C(C)[C@@H]1CC[C@]2(C(=O)NCCCCCCN(CCCN)CCCN)CC[C@]3(C)[C@H](CC[C@@H]4[C@@]5(C)CC[C@H](OCCCN)C(C)(C)[C@@H]5CC[C@]43C)[C@@H]12	37[100 µM]

Three neighbouring compounds from above, quoted:
SMILES	HL-60(TB)
COc1ccc(C(C#N)C(=O)c2cc(OC)c3c(c2)OCCO3)cc1 (stereo not drawn)	129
Clc1ccc(C2=CSC3=NCCN23)cc1	94&95
CC(C)C[C@H](N)C(=O)N=S(N)(=O)c1cccc(F)c1 (stereo partly drawn)	99

The listing picks up with the 7 entries that preceded the break.
SMILES	HL-60(TB)
COc1ccc([C@H]2c3[nH]c4ccccc4c3C[C@H]3C(=O)N(C4CCN(CC5CCCCC5)CC4)CC(=O)N23)c(OC)c1	78[5.56 µM]
C[C@]12CC[C@@H]3c4ccc(O)cc4CC[C@H]3[C@@H]1CC[C@@H]2NS(=O)(=O)c1cccc(Cl)c1	22
c1ccc2c(N=NSc3ncnc4nc[nH]c34)c3ccccc3nc2c1	-5.8*
CC1(C(Cl)(Cl)Cl)C=CC(=O)C(Cl)=C1 (stereo not drawn)	101
CCCCCCCCOc1ccc(/C=N/Nc2cc(C)nc3ccc(Cl)cc23)cc1OCCCCCCCC	117
O=S(c1ccccc1)C(c1ccccc1)c1ccccc1 (stereo not drawn)	109
C=C(C)[C@@H]1CC[C@]2(C(=O)NCCCCCCN(CCCN)CCCN)CC[C@]3(C)[C@H](CC[C@@H]4[C@@]5(C)CC[C@H](OCCCN)C(C)(C)[C@@H]5CC[C@]43C)[C@@H]12	37[100 µM]
CC(=O)O[C@H]1[C@H](CC#CC#CC[C@@H]2C[C@]3(C)[C@H]4CC=C5[C@H]6[C@@H](C)[C@H](C)CC[C@]6(C(=O)NCCN(CCN)CCN)CC[C@@]5(C)[C@]4(C)CC[C@H]3C(C)(C)[C@H]2OC(C)=O)C[C@]2(C)[C@H]3CC=C4[C@H]5[C@@H](C)[C@H](C)CC[C@]5(C(=O)NCCN(CCN)CCN)CC[C@@]4(C)[C@]3(C)CC[C@H]2C1(C)C	34
COc1ccc2c(c1)c(CC(=O)NCCOCCOCC(=O)Nc1ccc(OC)c(C(N)=O)c1O)c(C)n2C(=O)c1ccc(Cl)cc1	107
COc1cc2cc(Sc3ccc(NC(=O)Nc4ccc(Cl)c(C(F)(F)F)c4)cc3)c(C)nc2cc1OC	94
O=C(Nc1nccnc1OCc1ccc(Cl)cc1)Nc1cccc2ccccc12	98
CCOC(=O)C(/C=N/C(=S)Nc1ccc(S(=O)(=O)Nc2ccccn2)cc1)=C(/O)c1ccccc1	95
COc1cc(NC(=S)Nc2ccc3c(ccn3C(=O)c3cccc(F)c3)c2)cc(OC)c1	97
COc1ccc2c(c1)CSC(c1ccccc1)C2=O (stereo not drawn)	97
CCN(CC)CCOCCn1c(C)ccc1C	108
COc1ccc(/C=C2/C(=O)N=C3N2NC(c2ccccc2)=CN3c2ccccc2)cc1	101
COc1ccc(CCn2c(=N)c(S(=O)(=O)c3ccccc3)cc3c(=O)n4ccccc4nc32)cc1	114
O=C(O)CC(Br)C(=O)CBr (stereo not drawn)	105
O=C(O)c1cc(=O)[nH]cn1	81
O=c1[nH]c(Cc2nc3ccccc3s2)nc2cc(Br)ccc12	77
O=S(=O)(c1ccccc1)c1cc2c(nc1OCc1ccccc1)-c1cnn(-c3ccc(Cl)cc3)c1CC2	94
CC(=O)Nc1ncc(Sc2ccc([N+](=O)[O-])cc2)s1	97
CSc1nc(N)c2[nH]c(-c3cc4ccccc4[nH]c3=O)nc2n1	89
COC(=O)CCCN1C(=O)/C(=C/N2N=C(c3ccc(OC)cc3)CC2c2ccc(OC)cc2)SC1=S (stereo not drawn)	103
O=S(=O)(O)CCl	95
C=C1CC[C@@H]2[C@](C)(COC(C)=O)[C@H](OC(C)=O)CC[C@@]2(C)[C@@H]1CC(NC1CC1)C1=CCOC1=O (stereo partly drawn)	103
Cc1nnc(N/N=C/c2ccc([N+](=O)[O-])o2)[nH]c1=O	-35*
CCOC(=O)c1cn2ncnc(Oc3ccc(NC(=O)NCCN(CC)CC)c(Cl)c3)c2c1C	100
CC(C(=O)NCCc1c[nH]c2ccccc12)N1C(=O)/C(=C/c2ccco2)SC1=S (stereo not drawn)	98
c1ccc(CCCCc2ccccn2)cc1	110
O=CC(O)C(O)C(O)C(O)CO (stereo not drawn)	121
CC(=O)OCc1cc2c(cc1[N+](=O)[O-])OCO2	106

The list continues.
SMILES	HL-60(TB)
N=C(N)c1ccc(-c2ccc(-c3ccc(Cl)cc3Cl)o2)nc1	-27*
Nc1cc2c(cc1Cl)-c1ccc(Cl)cc1C2	53
CCCCCCCC/C=C\CCCCCCCCOc1cccc(CC(=O)NCC[N+]2(C)CCCCC2)c1	28
NS(=O)(=O)c1ccc(Cn2c(=O)c3cc4c(=O)n(Cc5ccc(S(N)(=O)=O)cc5)c(=O)c4cc3c2=O)cc1	103
c1ccc(-n2cc(COc3ncnc4c3cnn4-c3ccccc3)nn2)cc1	104
O=C1Nc2ccccc2/C1=C/C(=N/c1nnc(-c2ccc(Cl)cc2)s1)c1ccccc1	-32*
NC1=NC(c2ccc(OCc3ccccc3)cc2)n2c(nc3ccccc32)N1 (stereo not drawn)	107
CCn1c2ccccc2c2cc(Nc3ccc(O)cc3)ccc21	101
Cn1c(/N=C/c2ccc([N+](=O)[O-])cc2)c(N)c(=O)n(C)c1=O	70
COc1cc2cc(NC(=O)c3ccc(Cl)cc3)nc(C)c2cc1OC	98
O=C(Nc1ccccc1)c1ccc([N+](=O)[O-])cc1	96
N#Cc1ccc(CCc2ccccc2)[nH]c1=O	112
Cc1cc(-c2cccc(S(=O)(=O)NC(=O)[C@@H](N)CC(C)C)c2)nc(N)n1	100
COc1ccc(NC2=C(I)C(=O)C(C)=C(C)C2=O)cc1	-36*
O=C(Nc1ccc(OS(=O)(=O)c2ccc(C(F)(F)F)cc2)cc1)C1CCCCC1	101
C=CCOc1c(C(C)C)cc(C(N)=O)cc1C(C)C	92
Cc1ccc(S(=O)(=O)OC2CCCCC2)cc1	91
O=C1Nc2ccc(Cl)cc2/C1=N/N=C/c1ccc(O[C@H]2O[C@@H](CO)[C@H](O)[C@H](O)[C@@H]2O)cc1	97
Cc1cc(Br)ccc1-n1cc(C#N)c(N)c1C(=O)c1ccc(F)cc1	111
Brc1cccc(OCCCCn2ccnc2)c1	83

Reprinted at random: 3 compounds from above, in no set order.
SMILES	HL-60(TB)
COc1ccc(NC2=C(I)C(=O)C(C)=C(C)C2=O)cc1	-36*
Cc1ccc(S(=O)(=O)OC2CCCCC2)cc1	91
N#Cc1ccc(CCc2ccccc2)[nH]c1=O	112

Screens from PubChem BioAssay.

An excerpt; the hit share may differ from the screen's.
